Screening data: PubChem BioAssay, National Center for Advancing Translational Sciences (NCATS)
TexasRed fluor: Total Fluorescence Counterscreen for Inhibitors of the Interaction of Thyroid Hormone Receptor and Steroid Receptor Coregulator 2. TRb/SRC2 Texas Red total fluorescence interference. 0.29% of 280,000 active. AID 1479, 2009. Potency, µM (doses to about 106 µM), inactives show top-dose fluorescence change, negative = quenching; active means well fitted curve in either direction with a large enough effect; inconclusive means small, poorly fitted or top-dose-only effect
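Flags fluorescent or light-absorbing compounds by total fluorescence, S + 2P, at 555 nm excitation and 632 nm emission. Mixture: 20 nM Texas Red SRC2 peptide, 0.6 uM human TRb LBD, 1 uM T3, 5% DMSO; compound exposure 5 h at ambient temperature.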
GAA inhib: qHTS Assay for Inhibitors of Human alpha-Glucosidase as a Potential Chaperone Treatment of Pompe Disease; purified human GAA, 4-MU-alpha-glucoside fluorescence; Potency, µM (titrated, usually from 76.9 µM), for the others: top-dose activity change, negative = inhibition, most hits filed as inhibitors; 0.005% of 200,000 active; AID 1466, 2008;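 further: plate controls were uninhibited enzyme wells for no effect and no-enzyme background for full effect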
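Compounds are titrated up to 77 uM against 4 nM human enzyme. Substrate 4-methylumbelliferyl-alpha-D-pyranoside (400 uM) reacts 20 min at room temperature in pH 5.0 buffer; liberated 4-methylumbelliferone is read at 440 nm.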
GAA glycogen mod: qHTS Assay for Inhibitors and Activators of Human alpha-Glucosidase Cleavage of Glycogen; Lysosomal alpha-glucosidase (Homo sapiens), P10253; recombinant GAA, glycogen substrate, Amplex Red glucose oxidase fluorescence; Potency, µM (titrated, usually from 76.4 µM), without a hit: at the highest dose activity change, negative = inhibition, actives largely listed as inhibitors; 0.38% of 300,000 active; AID 2100, 2009;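 further: 0% = full enzyme reaction and -100% = no-enzyme basal signal; the screen sought inhibitors and activators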
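qHTS, 1536-well; enzyme 4 nM final; cpd up to 77 uM; substrate bovine liver glycogen 30 ug; 50 mM citrate/phosphate pH 5.0, 0.01% Tween-20; 37 C, 40 min; Amplex Red detection 45 min RT; Hill fit → AC50.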
RGS12 GoLoco inh: qHTS Assay for Inhibitors of RGS12 GoLoco Motif Activity (Red Fluorophore) | Gai1:RGS12 GoLoco peptide FP, rhodamine, 10 min | Potency, µM (highest dose often 61.6 µM), for the others: top-dose activity, negative = inhibition, actives largely listed as inhibitors | 0.44% of 230,000 active; active means well fitted inhibition curve with a large enough effect, not every such curve was filed as active; inactive means no such curve, though single readings can be large or run the other way; further: nearly all actives have a fitted effect of over 30% in size; many of its hits are not listed in these tables
L3MBTL1 inh: qHTS Assay for the Inhibitors of L3MBTL1 | Lethal(3)malignant brain tumor-like protein 1 (Homo sapiens), Q9Y468 | AlphaScreen L3MBTL1–H3K9me1 peptide binding | Potency, µM (doses to about 57.1 µM), without a hit: at the top dose activity, negative = inhibition, most hits filed as inhibitors | 0.66% of 230,000 active | AID 485360, 2010; further: nearly all actives have a fitted effect of over 60% in size
Target sequence (Q9Y468 whole entry, looked up): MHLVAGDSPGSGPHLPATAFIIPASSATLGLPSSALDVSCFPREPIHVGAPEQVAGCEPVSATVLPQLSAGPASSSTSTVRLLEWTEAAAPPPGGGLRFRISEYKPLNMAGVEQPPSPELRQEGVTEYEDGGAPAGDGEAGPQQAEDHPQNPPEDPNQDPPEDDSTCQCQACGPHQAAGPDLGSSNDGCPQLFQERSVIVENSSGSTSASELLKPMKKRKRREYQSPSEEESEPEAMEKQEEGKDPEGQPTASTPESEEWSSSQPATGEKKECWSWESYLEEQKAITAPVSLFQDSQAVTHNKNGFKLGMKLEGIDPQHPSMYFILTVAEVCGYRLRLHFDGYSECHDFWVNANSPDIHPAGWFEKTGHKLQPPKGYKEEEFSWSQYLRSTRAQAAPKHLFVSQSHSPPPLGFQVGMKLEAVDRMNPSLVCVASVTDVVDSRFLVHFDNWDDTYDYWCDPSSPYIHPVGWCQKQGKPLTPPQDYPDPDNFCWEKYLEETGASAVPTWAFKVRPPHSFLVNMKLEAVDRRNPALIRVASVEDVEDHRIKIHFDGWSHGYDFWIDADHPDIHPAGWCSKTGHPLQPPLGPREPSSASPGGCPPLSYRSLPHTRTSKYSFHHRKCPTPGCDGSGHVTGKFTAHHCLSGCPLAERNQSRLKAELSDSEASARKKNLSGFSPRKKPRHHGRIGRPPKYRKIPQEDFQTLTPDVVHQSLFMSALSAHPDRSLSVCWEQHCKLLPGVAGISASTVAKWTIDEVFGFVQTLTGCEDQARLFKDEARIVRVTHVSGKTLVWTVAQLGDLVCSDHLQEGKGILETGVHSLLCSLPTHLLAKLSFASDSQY
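AlphaScreen assay: L3MBTL1 (50 nM final) was preincubated 30 min at room temperature with biotinylated H3(1-15)K9me1 peptide (75 nM final), then 30 min with library compounds; streptavidin donor and nickel chelate acceptor beads (10 ug/mL final) added, 30 min dark.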
GAA spleen mod: qHTS Assay for Inhibitors and Activators of Human alpha-Glucosidase From Spleen Homogenate; Lysosomal alpha-glucosidase (Homo sapiens), P10253; human spleen homogenate, 4-MU-alpha-glucoside fluorescence; Potency, µM (top dose mostly 79.9 µM), inactives show top-dose activity change, negative = inhibition, usual class: inhibitors; 0.006% of 240,000 active; AID 2112, 2009;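 further: 0% = enzyme with vehicle and -100% = no enzyme basal signal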
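AC50 values come from Hill-equation fits of concentration-response data, normalized to no-enzyme and full-activity controls. Enzyme source: 1 ug human spleen homogenate; 1 mM fluorogenic 4-MU glucoside, pH 5.0 citrate buffer, 37 C, 40 min.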
RECQ1 helicase: qHTS Assay for Inhibitors of RecQ-Like Dna Helicase 1 (RECQ1); RECQ1 DNA unwinding, red fluorescence kinetic read; Potency, µM (doses to about 57.3 µM), inactives show at the top dose activity, negative = inhibition, actives largely listed as inhibitors; 0.54% of 240,000 active; AID 2549, 2010;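 further: plate controls were vehicle for no effect and no enzyme for full effect; nearly all actives have a fitted effect of over 30% in size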
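RECQ1T1 50 nM; forked duplex (20 bp + 30-nt ss tails) 200 nM, ATP 2 mM final; pH 8.0, 2 mM MgCl2, 2.5 ug/ml poly(dI-dC); 15 min compound preincubation; discontinuous kinetic read over 2 h at RT.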
TRb-SRC2 inh: qHTS for Inhibitors of the Interaction of Thyroid Hormone Receptor and Steroid Receptor Coregulator 2. 0.065% of 280,000 active. TRbeta-SRC2 peptide binding, fluorescence polarization; receptor liganded with 1 µM T3. Potency, µM (highest dose often 106 µM), without a hit: top-dose activity change, negative = inhibition, actives largely listed as inhibitors. AID 1469, 2008;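 further: plate controls were bound peptide for no effect and peptide without receptor for full effect; nearly all actives have a fitted effect of over 50% in size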
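Read-out is fluorescence polarization (555 nm excitation, 632 nm emission) of a Texas Red SRC2 coactivator peptide; loss of signal reflects blocked binding to human TRb ligand-binding domain in the presence of 1 uM T3.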
Active calls of the source: *; i = inactive; ? = inconclusive; / = not tested or not shown; [ ] = dose if it differs, or a comment. Unless noted, the call rests on the fitted dose curve; in most records, active means well fitted curve in the direction sought with a large enough effect; inconclusive means small, poorly fitted or top-dose-only effect, or another doubt; inactive means no such curve, though single readings can be large; an effect the other way counts as inactive or inconclusive. Unless noted, on the % scale 0 is the no-effect control and ±100 the full control effect; potency means the concentration at half of the fitted maximal effect. Some of the compounds tested (hit frequency here may not be typical).

No.	Compound	TexasRed fluor	GAA inhib	GAA glycogen mod	RGS12 GoLoco inh	L3MBTL1 inh	GAA spleen mod	RECQ1 helicase	TRb-SRC2 inh
1	O=C1CC(NCc2ccc(F)cc2)C(=O)N1c1ccccc1 (centres undefined)	-0.6%	-4.5%	-12.3%	1.7%	-0.5%	-7.1%	i	0.2%
2	CSc1ccc(CNc2ccc(C)cc2)cc1	-2.0%	2.5%	-20.7%	0.7%	-18.5%	4.1%	-10.6%	6.4%
3	COc1ccc(N2CCN(c3nc4c(c(=O)n(C)c(=O)n4C)n3Cc3ccccc3)CC2)cc1	-2.5%	-1.4%	-2.8%	-2.2%	/	-4.6%	-5.0%	-1.6%
4	COc1ccc(C(=O)Nc2ccc(-c3ccc(C)o3)cc2)cc1S(=O)(=O)N1CCOCC1	-0.1%	-4.8%	2.8%	-6.8%	/	-3.0%	8.0%	2.5%
5	CC(C)CC(OC(=O)c1cccs1)C(=O)NCc1cccs1 (centres undefined)	-0.8%	8.7%	0.1%	7.1%	/	-0.5%	-2.3%	-8.6%
6	COc1ccccc1OCCSc1nnc(C)n1-c1ccccc1	-2.2%	-7.1%	8.2%	5.7%	/	-1.9%	i	1.3%
7	CCOC(=O)N1CCN(C(=O)c2cnn3c(C)c(Cc4ccc(C)cc4)c(C)nc23)CC1	-1.4%	-2.6%	-7.3%	/	1.9%	-6.1%	-1.9%	-2.1%
8	CCOc1cc(CNc2ccc3c(c2)CCC3)ccc1OC	-6.2%	1.7%	-0.6%	-1.6%	/	1.1%	-7.3%	-0.4%
9	Cc1[nH]oc(=O)c1N=Nc1c(Cl)cccc1Cl	-0.5%	-10.8%	8.0%	-0.1%	1.7%	3.5%	-6.0%	5.2%
10	CCOC(=O)c1c(N)nn(C(=O)C(C)C)c1-c1ccc(OC)cc1	0.0%	-1.7%	5.4%	-5.3%	/	-14.5%	11.2%	-3.1%
11	COc1ccc(N=Cc2c(O)ccc3ccccc23)cc1	-6.5%	2.3%	?	9.9%	-4.7%	4.9%	-25.6%	7.5%
12	CC(=O)Nc1cnc2ccccc2n1	-2.6%	-3.3%	-1.3%	6.9%	-5.6%	-1.1%	-2.8%	-16.1%
13	CC1=C(C(=O)NCc2ccccc2)C(c2cccnc2)n2ncnc2N1 (centres undefined)	-1.0%	-0.8%	-5.5%	2.0%	4.2%	1.7%	-1.0%	-2.8%
14	Clc1ccc(-n2cccc2/C=N/n2cnnc2)cc1	-0.9%	-5.7%	9.3%	13.2%	/	6.1%	-5.1%	3.4%
15	CC(=O)c1c(N2CCOCC2)nc(=S)n(Cc2ccccc2)c1C	0.5%	-0.8%	-4.7%	5.5%	-3.4%	-1.9%	-8.1%	4.0%

Complete entries from above. Values in the order: TexasRed fluor	GAA inhib	GAA glycogen mod	RGS12 GoLoco inh	L3MBTL1 inh	GAA spleen mod	RECQ1 helicase	TRb-SRC2 inh
Listed for O=C1CC(NCc2ccc(F)cc2)C(=O)N1c1ccccc1 (centres undefined) → -0.6%	-4.5%	-12.3%	1.7%	-0.5%	-7.1%	i	0.2%
Listed for Cc1[nH]oc(=O)c1N=Nc1c(Cl)cccc1Cl → -0.5%	-10.8%	8.0%	-0.1%	1.7%	3.5%	-6.0%	5.2%

Next part.
No.	Compound	TexasRed fluor	GAA inhib	GAA glycogen mod	RGS12 GoLoco inh	L3MBTL1 inh	GAA spleen mod	RECQ1 helicase	TRb-SRC2 inh
16	CCN1C(=O)C=CC1=O	0.2%	/	/	-22.7%	/	-9.3%	-3.2%	1.3%
17	CCN1C(=O)C(CC(=O)Nc2ccc(F)cc2)N(CCc2ccc(OC)cc2)C1=S (centres undefined)	-3.4%	-0.4%	5.7%	11.0%	2.2%	-0.6%	22.4µM*	3.5%
18	Cc1cc(C)n(C(=O)C(C)n2nc([N+](=O)[O-])c(Br)c2C)n1 (centres undefined)	-0.1%	-1.2%	0.4%	1.1%	0.5%	-2.1%	-7.9%	-12.5%
19	CCn1c2ccccc2c2cc(CN3CCN(C(=O)c4ccco4)CC3)ccc21	-6.0%	-9.0%	-12.5%	-8.2%	?	15.7%	-1.8%	-20.7%
20	O=C(Nc1ccccc1)c1sc(N2CCOCC2)nc1-c1ccccc1	-1.7%	?	4.3%	3.0%	6.6%	-1.9%	-4.1%	-1.1%
21	CC(c1ccc(F)cc1)n1c(-c2ccc3ccccc3n2)n[nH]c1=S (centres undefined)	-5.0%	1.9%	?	9.8%	-0.6%	-12.4%	-12.2%	3.0%
22	Brc1ccc2ncnc(Nc3cccc4ccccc34)c2c1	-0.8%	7.4%	-3.0%	43.5%[activator]	-18.9%	-0.4%	-0.3%	-10.7%
23	Cc1ccc(NC(=O)c2ccc(OC(F)F)cc2)cc1S(=O)(=O)N(C)C	0.2%[53 µM]	1.3%	-3.2%	2.6%	1.1%	5.7%	-8.9%	1.4%[53 µM]
24	O=C(Oc1ccc(C(=S)N2CCOCC2)cc1Br)c1cc(Cl)ccc1Cl	2.6%	-2.2%	-7.4%	-3.7%	-8.0%	-8.4%	-17.4%	-5.3%
25	CCN(CC)c1ccc(/C=N/NC(=O)c2c(Cl)c(C)nn2C)cc1	-3.8%	-5.1%	-2.2%	-10.8%	-5.0%	-6.0%	-8.0%	-7.0%
26	Cc1[nH]c2ccccc2c1C(Nc1nccs1)c1ccncc1 (centres undefined)	0.2%	-6.5%	1.8%	7.8%	-9.2%	-4.4%	-1.8%	-0.5%
27	O=S(=O)(Nc1cc(C(F)(F)F)ccc1N1CCOCC1)c1ccccc1	1.3%	2.1%	2.7%	1.5%	8.0%	0.8%	1.7%	1.6%
28	CC(=O)Nc1ccc(N2CCCC2)cc1	1.2%	-6.3%	?	-15.8%	/	-2.8%	i	-9.5%
29	Cc1c(NC(=O)CN2c3ccccc3CC2C)c(=O)n(-c2ccccc2)n1C (centres undefined)	2.0%	6.4%	14.1%	9.1%	2.5%	1.2%	i	-2.8%
30	COc1cc(OC)c(NC(=O)/C=C/C(=O)O)cc1Cl	-4.6%	2.0%	-7.1%	-22.4%	22.6%	4.4%	-8.0%	-2.4%

Rewritten with each value named: part of the list above.
18. Cc1cc(C)n(C(=O)C(C)n2nc([N+](=O)[O-])c(Br)c2C)n1 (centres undefined)
- TexasRed fluor: -0.1%
- GAA inhib: -1.2%
- GAA glycogen mod: 0.4%
- RGS12 GoLoco inh: 1.1%
- L3MBTL1 inh: 0.5%
- GAA spleen mod: -2.1%
- RECQ1 helicase: -7.9%
- TRb-SRC2 inh: -12.5%
20. O=C(Nc1ccccc1)c1sc(N2CCOCC2)nc1-c1ccccc1
- TexasRed fluor: -1.7%
- GAA inhib: ?
- GAA glycogen mod: 4.3%
- RGS12 GoLoco inh: 3.0%
- L3MBTL1 inh: 6.6%
- GAA spleen mod: -1.9%
- RECQ1 helicase: -4.1%
- TRb-SRC2 inh: -1.1%

Carrying on.
Every second line gives: TexasRed fluor, GAA inhib, GAA glycogen mod, RGS12 GoLoco inh, L3MBTL1 inh, GAA spleen mod, RECQ1 helicase, TRb-SRC2 inh
31) C/C(Cn1cnc([N+](=O)[O-])n1)=N\NC(=O)c1ccncc1
→ -1.4%, -2.0%, 1.9%, -9.2%, 4.1%, 2.8%, -2.4%, 5.6%
32) N/C(=N\OCc1ccc([N+](=O)[O-])cc1)c1ccncc1
→ 0.2%, -1.4%, 5.0%, -0.3%, /, -4.9%, -6.9%, -0.7%
33) O=C1CCC(=O)N1CCSC(=S)N1CCSCC1
→ -1.1%, /, 2.9%, -3.8%, 1.7%, 0.1%, -1.4%, 3.4%
34) Cc1ccc(/C=N/NC(=O)CSc2ccccn2)o1
→ -1.4%, 0.2%[15.4 µM], 6.7%, -7.2%, -14.0%, 6.7%, 4.0%, 5.6%
35) COc1ccc(C(=O)NCCn2ccc3ccccc32)cc1
→ -3.4%, -5.2%, -8.2%, 2.2%, 6.0%, -4.1%, -15.6%, -1.3%
36) C=CCSc1nnc(NC(=O)CSc2ccccn2)s1
→ -6.6%, -0.1%, 3.7%, 1.3%, -0.9%, -3.2%, 13.9%, 0.4%
37) COc1cccc(C(=O)Nc2nc(-c3ccc(S(=O)(=O)N4CCOCC4)cc3)cs2)c1
→ -7.7%, -12.2%, 1.5%, 5.4%, -4.1%, -6.9%, -15.2%, 0.4%
38) Cc1ccc2nc(NC(=O)c3ccc(OCC4CCCO4)cc3)sc2c1 (centres undefined)
→ 1.5%, -2.5%, 1.5%, -5.2%, 1.2%, 7.8%, i, -2.9%
39) OCCC1CN(Cc2ccon2)CCN1Cc1ccccc1 (centres undefined)
→ -0.4%, -5.6%, -12.3%, 14.9%, -6.4%, -3.6%, -1.5%, -4.1%
40) COc1cc(C(=O)N2CCC(NC(=O)C(Cc3ccccc3)NC(C)=O)CC2)cc(OC)c1OC (centres undefined)
→ -0.6%, -30.8%, 9.1%, -0.8%, 0.3%, 0.0%, -6.9%, -6.3%
41) CCOC(=O)c1cc2occc2n1CC(=O)NC1CCCCC1C (centres undefined)
→ 0.0%, 1.5%, 1.1%, 3.8%, 1.1%, 1.7%, i, -3.6%
42) CCCCN(CCCC)C(=O)C[n+]1cccc(/C=N/O)c1
→ -0.9%, 8.1%, 5.2%, 2.0%, /, -3.3%, -5.0%, 4.0%
43) O=C(NCC(=O)N(Cc1ccco1)C(C(=O)NC1CCCCC1)c1ccncc1)c1cccs1 (centres undefined)
→ -0.5%, /, 10.0%, -4.9%, /, -5.1%, 5.0%, 0.2%
44) CCc1nnc(NS(=O)(=O)c2ccc(N3C(=O)c4ccccc4C3=O)cc2)s1
→ -1.5%, 3.3%, -0.4%, 2.0%, 16.1%, -7.4%, i, -5.0%
